# Screening data: PubChem, several laboratories
# Cardiac RTF inh: cardiac RTF calcium desensitization; P19429+P45379; IANBD-labeled cardiac RTF, Ca2+ fluorescence; inhibition, % at 7.15 µM; hit rate 0.12% among 340,000; AID 493244;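 active means inhibition above the mean inhibition of all tested compounds plus 3 SD, cut at about 17% in these data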;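 further: assay run at fixed EC70 calcium of 1.6 mM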
# Keap1-Nrf2 PPI: inhibitors of human Keap1-Nrf2 protein-protein interaction. Q14145. Keap1 Kelch-Nrf2 peptide fluorescence polarization, 1536-well. inhibition, % at 9.4 µM. hit rate 0.15% among 340,000. AID 504523; in the data active means inhibition above about 12%;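 further: human Keap1 Kelch domain with fluorescein labeled Nrf2 9mer peptide probe; 0% = neutral control wells and 100% = peptide positive control; higher means more block of Keap1 binding to Nrf2 peptide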
# Target sequence (Q14145 whole entry, looked up, the tested form may be a part): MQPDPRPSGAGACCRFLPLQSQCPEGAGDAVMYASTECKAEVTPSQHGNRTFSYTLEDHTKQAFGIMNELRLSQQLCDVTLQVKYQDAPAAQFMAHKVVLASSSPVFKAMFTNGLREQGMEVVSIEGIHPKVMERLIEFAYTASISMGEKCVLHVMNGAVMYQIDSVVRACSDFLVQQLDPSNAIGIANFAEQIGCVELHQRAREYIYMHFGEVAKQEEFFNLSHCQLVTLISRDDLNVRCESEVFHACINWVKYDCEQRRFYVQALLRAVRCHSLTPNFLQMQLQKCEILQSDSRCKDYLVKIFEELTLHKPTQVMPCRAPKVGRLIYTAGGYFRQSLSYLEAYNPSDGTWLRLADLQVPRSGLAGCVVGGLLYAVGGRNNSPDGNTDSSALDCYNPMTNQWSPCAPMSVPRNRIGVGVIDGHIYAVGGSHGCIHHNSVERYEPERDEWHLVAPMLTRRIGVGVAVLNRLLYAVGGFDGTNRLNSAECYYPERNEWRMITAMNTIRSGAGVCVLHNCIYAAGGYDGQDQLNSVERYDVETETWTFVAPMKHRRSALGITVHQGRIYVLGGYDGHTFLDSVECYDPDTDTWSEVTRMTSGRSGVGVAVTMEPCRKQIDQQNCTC
# PvdQ acylase: blocks Pseudomonas aeruginosa PvdQ acylase activity; hit rate 0.063% among 340,000; inhibition, % at 10 µM; purified PvdQ acylase, fluorescence plate reader; AID 488965; in the data active means inhibition above about 30%, passing the limit was not always enough;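 further: 0% = vehicle neutral wells and 100% = reference inhibitor wells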
# SUMO Mot1 rescue: SUMOylation pathway inhibition by Mot1-301 growth rescue | S. cerevisiae Mot1-301 growth rescue, ATP luminescence, 38.5C; percent above DMSO median, 100 means doubled | growth rescue, % at 18.8 µM | hit rate 1% among 320,000 | AID 2716;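 active means every valid replicate shows activation above 250% relative to neutral control wells; inactive means the rest, any valid replicate at or below 250%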;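 further: OY570 slx delta 5 strain wells were the positive control but not used for scaling; some compounds called inactive have numbers as strong as hits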
# Rtt109 HAT inh: inhibitors of Candida albicans Rtt109/Vps75 histone acetyltransferase | hit rate 0.16% among 330,000 | inhibition, % at 34.9 µM | Q5AAJ8 | AID 540336 | purified Rtt109/Vps75, ThioGlo CoA-SH fluorescence, 4 h;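 active means inhibition of at least 50% in every replicate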
# NSD2 inh: inhibitors of human histone methyltransferase NSD2; hit rate 0.54% among 310,000; NSD2 peptide methylation, AlphaScreen, 120 min; inhibition, % at 12.5 µM; in the data active means inhibition above about 50%
# cardiac RTF act: increases calcium sensitivity of human cardiac regulated thin filaments; P19429+P45379; IANBD-labeled TnC RTF fluorescence at EC20 calcium; 0% EC20 calcium, 100% full calcium; activation, % at 7.2 µM; hit rate 0.24% among 340,000; AID 493008;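 active means activation above the mean over all tested compounds plus 3 SD, cut at about 30% in these data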;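 further: rise in fluorescence read as greater calcium sensitivity of cardiac thin filaments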
# LANA DNA inh: inhibitors of KSHV LANA C-terminal domain DNA binding; AID 504423; hit rate 0.078% among 340,000; inhibition, % at 9 µM; MBP-C-LANA/FAM-LBS DNA binding, fluorescence polarization;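 active means highest replicate inhibition at or above 60% at 9 µM, even if other replicates fall short; inactive means all replicates below 60% inhibition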;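 further: 0% = neutral control wells and 100% = 4 µM acridine orange control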
# dFosB act: mouse delta FosB homodimer activation; P13346; AID 493131; hit rate 0.99% among 340,000; activation, % at 25 µM; purified delta FosB, TAMRA-CDK5 oligo fluorescence polarization; percent of positive-control signal above neutral wells;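 active means mean activation above about 17%, with every replicate also reaching it, limit read from the data, passing the limit was not always enough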;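 further: fluorescence polarization rise as delta FosB binds a TAMRA Cdk5 AP-1 oligo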
# Target sequence (P13346 whole entry, looked up): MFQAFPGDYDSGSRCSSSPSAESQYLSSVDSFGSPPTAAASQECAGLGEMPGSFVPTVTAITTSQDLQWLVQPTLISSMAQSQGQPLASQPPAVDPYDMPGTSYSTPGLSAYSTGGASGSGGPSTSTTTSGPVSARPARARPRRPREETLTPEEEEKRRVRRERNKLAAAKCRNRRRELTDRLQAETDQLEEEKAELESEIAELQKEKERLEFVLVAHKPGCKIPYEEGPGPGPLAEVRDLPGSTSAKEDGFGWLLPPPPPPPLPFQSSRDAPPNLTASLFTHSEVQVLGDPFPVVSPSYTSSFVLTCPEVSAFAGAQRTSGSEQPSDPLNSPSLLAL
# PfHsp90 set2: reduces growth (ATP signal) of yeast expressing P. falciparum Hsp90. S. cerevisiae expressing PfHsp90, BacTiter-Glo ATP, 48 h; yeast lacking PDR1 and PDR3 efflux regulators. inhibition, % at 9.4 µM. hit rate 0.32% among 310,000. AID 504621;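 active means every replicate shows inhibition above about 80%, whatever the replicate mean, limit read from the data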;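 further: 0% = DMSO neutral controls and 100% = 20 µM radicicol positive controls; yeast relying on Plasmodium falciparum Hsp90 in place of its own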
# CDK5 inh: inhibitors of human CDK5/p35 kinase; Q00535+Q15078; Recombinant CDK5/p35, ADP-Glo luminescence, 60 min; inhibition, % at 10 µM; hit rate 0.01% among 330,000; AID 488839;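 active means highest replicate inhibition of at least 50% and at least 75% of replicates reaching 50%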;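 further: plate controls were DMSO neutral control for no effect and GW8510 at 10 µM for full effect; many of its hits are not listed in these tables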
# An asterisk follows results filed as active; · = no result given; & = joins results of further samples.
mol	Keap1-Nrf2 PPI	SUMO Mot1 rescue	dFosB act	LANA DNA inh	CDK5 inh	cardiac RTF act	Cardiac RTF inh	PvdQ acylase	Rtt109 HAT inh	NSD2 inh	PfHsp90 set2
Cc1ccc(NC(=O)N2CCN(c3ncccc3C(F)(F)F)CC2)cc1	-6.4	-5.6	-4.0	0.8	-0.8	4.5	-5.8	-7.6	2.5	-2.8	-13.8
CC(C)(C)[C@H]1C=C(C(=O)N2CCOCC2)O[C@@H](OCc2ccc(CO)cc2)C1	-7.6	7.9	-1.2	1.6	-0.1	-1.4	-2.1	-14.4	1.3	·	-44.2
Cc1ccc(C2/C(=C(\O)c3ccc4c(c3)OCCO4)C(=O)C(=O)N2CC2CCCO2)cc1 (centres undefined)	0.0	-2.1	-1.9	-0.9	-1.1	-0.1	-2.5	7.6	9.3	2.6	14.7
CCOC(=O)N1CCN(C(=O)COC(=O)c2ccccc2NCCO)CC1	-5.9	-21.9	-3.7	-0.5	-1.7	5.9	1.6	-7.5	-109.6	-1.9	·
CCCN(CCC)C(=O)Cn1c(=O)n(CCC(=O)NCCc2ccccc2)c(=O)c2ccccc21	2.5	-18.0	-6.5	-1.4	-1.2	4.2	1.5	-0.7	10.7	·	·
Cc1ccc(CNC(=O)CSc2nc3c(sc4ccccc43)c(=O)n2CCCN2CCCC2)cc1	-3.2	-6.7	15.1	-0.6	1.0	1.2	-0.2	-5.2	-91.5	1.2	8.1
COc1cccc(/C=N/n2c(-c3ccco3)nc3ccccc3c2=O)c1	3.0	61.0	-28.9	0.1	-0.9	-2.4	-0.6	-9.1	5.2	-3.0	6.7
Cn1cc(CCCC(=O)NCc2ccc(F)cc2)c2ccccc21	6.2	-9.4	-2.0	1.4	-0.7	1.1	-8.2	-0.7	0.2	-2.1	2.3
COc1cccc(NC(=S)NC2CC3CCCC(C2)N3CC(C)C)c1 (centres undefined)	2.2	-0.2	2.2	1.2	1.6	-5.2	0.4	-3.5	1.9	9.9	3.5
COc1ccc(C2CC(C(F)(F)F)n3ncc(C(=O)Nc4cccc(O)c4)c3N2)cc1OC (centres undefined)	-2.4	4.2	-3.0	0.3	1.4	-1.9	1.7	-14.9	1.9	2.8	11.4
CN(CC(=O)Nc1cccnc1)S(=O)(=O)c1cc(Cl)ccc1Cl	1.7	7.0	-13.1	-0.1	-0.9	-2.5	-0.4	-7.2	-2.2	-1.0	·
CCC(NC(=S)NC1CCCCC1)c1ccc(C(C)C)cc1 (centres undefined)	-1.3	-32.0	-1.7	0.3	1.0	-4.9	0.1	0.7	-0.3	0.3	·
O=[n+]1cc(-c2ccc(Cl)cc2)n([O-])c2c1CCC2	-3.1	-12.6	1.7	-0.9	0.8	-1.5	-2.6	-5.2	-3.9	-1.8	-34.6
Cc1ccc(C(C(=O)NC2CCCCC2)N(C(=O)Cc2c[nH]c3ccccc23)c2ccccc2)o1 (centres undefined)	-8.0	5.0	-10.6	0.1	-4.1	2.0	-9.9	-3.9	3.7	0.3	-4.1
COc1ccc(Br)cc1S(=O)(=O)NCCc1cccs1	-6.0	-18.8	-1.4	-0.8	-5.2	7.5	2.8	-21.9	-4.5	-2.7	-13.0
Cc1ccc2nc3c(c(Nc4ccc(O)cc4)c2c1)CCC3	2.3	-6.8	13.6	-3.8	0.0	0.8	-7.2	1.4	-6.3	-2.5	4.1
CCCC1(c2ccccc2)NC(=O)N(CC(=O)Nc2sc(-c3ccccc3)cc2C(=O)OCC)C1=O (centres undefined)	-1.9	0.2	-13.9	-0.2	2.0	12.7	-6.3	-11.6	-4.6	3.5	2.9
CN(Cc1cccc2cnccc12)C(=O)c1cc(COc2ccc(F)cc2F)on1	2.7	·	-14.1	-1.2	0.0	-3.2	-2.6	-8.8	-5.9	-1.7	25.3
CCN(CC)S(=O)(=O)c1cccc(C(=O)Oc2cccc(NC(=O)c3cccs3)c2)c1	0.1	-0.5	-3.1	-1.2	-2.8	7.8	-16.7	-12.1	-0.9	-0.1	-13.9
CC(=O)N(Cc1cccnc1)Cc1cc2ccc(C)cc2[nH]c1=O	-4.1	·	0.4	1.7	-1.2	8.9	-0.5	-6.0	-35.0	-0.7	8.0
Cc1cc(Br)ccc1NC(=O)CN(C)C(=O)CSCc1ccccc1	-6.4	-3.4	0.8	0.5	2.1	-9.9	1.4	4.5	16.3	-0.1	·
Cc1ccc2c(c1)c1c(n2CC(O)Cn2ccnc2C)C(=O)CCC1 (centres undefined)	-0.1	173.7	-5.3	-1.8	0.6	0.0	3.2	-7.5	-49.0	5.1	8.1
CC1CCc2c(sc(NC(=O)Cn3nc(C(F)(F)F)c4c3CCCCC4)c2C#N)C1 (centres undefined)	-4.9	-7.2	-3.2	1.8	-0.2	6.2	-5.6	-2.4	2.7	25.5	-11.5
COc1cc(NC(=O)COc2cc(O)c3c(c2)OC(C)(C)CC3=O)cc(OC)c1OC	0.5	-9.4	-0.1	-2.4	1.0	1.4	-1.3	-11.8	-2.1	·	·
Cc1n[nH]c(=S)n1/N=C/c1ccc(Br)o1	-1.7	15.3	1.3	0.5	1.5	2.5	-11.2	-7.5	-0.1	-4.3	14.9
CC(C)c1ccc(OCC(=O)Nc2cccc3c2CCCC3)cc1	1.1	10.8	4.3	0.1	0.1	-0.9	-6.5	-8.6	-8.0	-4.9	-5.7
O=C(CSc1nnc(-c2ccc(F)cc2)o1)Nc1ccccc1N1CCOCC1	-3.5	·	-3.0	-0.1	1.2	-6.0	-6.4	-7.3	-6.0	1.6	18.2
CC(=O)c1c(C(C)=O)c(C)n(-c2cccc([N+](=O)[O-])c2)c1C	-1.8	157.8	-4.3	0.6	·	-1.2	-12.1	13.4	-8.0	-2.3	-6.7
O=C(O)CCC(=O)Nc1ccccc1Oc1ccccc1	2.4	-0.3	3.6	-2.3	-8.3	-3.1	6.3	-10.4	-1.8	0.2	-26.2
Cc1ccccc1CCN(C(=O)c1csnn1)C(C(=O)NC1CCCC1)c1ccncc1 (centres undefined)	-2.0	1.9	-1.4	-0.9	-0.4	0.3	-3.8	7.9	0.9	·	-5.1
COc1ccc(N(C(=O)c2cccnc2)S(=O)(=O)c2ccc(OC)c(OC)c2)cc1	-0.6	8.2	-7.8	-0.6	-0.1	3.9	-1.9	-9.8	-7.8	·	9.3
Cc1c(NC(=S)NC(=O)c2cccc([N+](=O)[O-])c2)c(=O)n(-c2ccccc2)n1C	-4.6	-15.1	-7.7	-0.3	4.2	-5.6	-4.0	6.7	6.7	0.2	-9.4
Cc1ccc(OCCn2cc(/C=C(\C#N)C(=O)NCC3CCCO3)c3ccccc32)cc1C (centres undefined)	0.4	-3.5	-16.0	-0.1	0.5	-5.5	0.2	0.8	6.2	0.2	-7.2
CC(C)[C@H](NC(=O)NC1CCN(Cc2ccccc2)CC1)C(=O)O	-1.6	-6.6	2.9	0.8	-0.2	-0.5	-12.2	-15.0	-0.3	-0.8	10.9
CCC(C)CCN1CCN=C1Nc1ccccc1 (centres undefined)	0.9	110.1	2.9	1.6	0.2	5.6	-7.8	0.9	4.4	·	15.1
NS(=O)(=O)c1ccc(CCNC(=O)COC(=O)Cc2c(F)cccc2Cl)cc1	0.8	-13.3	-4.0	1.2	-0.7	0.8	-9.2	-9.2	-3.2	0.1	12.2
Cc1ccc(S(=O)(=O)N2CCN(Cc3csc(C)n3)CC2)cc1	-2.3	-18.1	-9.7	-2.6	-1.5	-4.7	-7.3	-6.5	-3.3	-1.7	-12.6
CC(C)Cc1ccc(C(C)/C=C2/CCC(CN3CCCCC3)C2=O)cc1 (centres undefined)	-11.5	·	-5.9	-1.0	0.9	-0.8	4.7	-2.4	-2.7	4.4	-37.8
O=C(COc1ccccc1F)NNC(=O)c1cccc(-n2cccc2)c1	-6.6	-14.1	-8.8	-3.2	-2.9	-4.3	-0.5	-16.5	0.0	3.1	-6.3
O=C(CN1C(=O)NC2(CCCc3ccccc32)C1=O)NCCc1ccc(F)cc1 (centres undefined)	-6.7	0.4	-2.6	1.8	1.1	1.4	-2.4	-14.8	0.1	0.1	·
O=C(CSc1n[nH]c(-c2ccccc2)n1)Nc1ccc(F)cc1F	-3.9	-11.7	-9.3	-0.2	-3.4	-3.5	3.8	-8.1	-23.5	-1.6	0.5
Cc1ccc(-n2nc(C)c(NC(=O)COC(=O)c3ccccc3NCCO)c2C)cc1	-3.9	258.4	-3.7	1.2	1.2	-8.4	-9.0	-9.5	-14.2	-1.4	-0.1
CCOC(=O)CN(C(=O)CSc1nnc(CNc2ccc(F)cc2)n1CC)c1ccc(F)cc1	0.8	54.4	-14.9	-1.9	-0.7	-5.8	-5.2	1.1	12.5	-0.3	18.2
Cn1cc(CN2CC3C[C@@H]4CC2C[C@H](C3)C4)c(-c2ccc3c(c2)OCCO3)n1	-7.0	·	3.2	-1.1	1.3	5.9	-0.4	-2.5	5.5	27.2	-53.5
COc1cccc(CNC(=O)Cn2ccc3cc(S(=O)(=O)N4CCCCCC4)ccc32)c1	1.8	66.1	-2.7	-0.1	-1.1	-1.1	1.2	2.6	2.2	-3.6	-13.1
CCN(CC)CCNC(=O)C(=O)NCC1OCCN1S(=O)(=O)c1ccc([N+](=O)[O-])cc1 (centres undefined)	0.3	-14.1	-2.9	-1.2	-3.5	0.4	-9.0	-12.8	-3.6	17.5	-3.2
COc1ccc(CNC(=O)C2CCC(CNc3c(N4CCOCC4)c(=O)c3=O)CC2)cc1 (centres undefined)	-2.1&0.6	-7.7	-4.6&0.4	-0.4&0.5	-0.9&-0.1	7.2&3.9	-5.1&-2.4	-9.1&-14.8	-4.4&-10.9	0.4	7.7&-20.5
COc1ccc(S(=O)(=O)NC(C)C(=O)N2CCCC2)cc1C (centres undefined)	2.9	-4.3	1.2	0.8	-0.1	0.8	4.6	-1.9	0.8	2.1	-11.9
O=S(=O)(c1ccc(NCC2CCCCC2)nc1)N1CCOCC1	-8.2	13.1	-7.1	-0.6	2.3	8.9	-7.0	-9.4	-5.9	6.2	·
CCC1CCCCN1C(=O)COC(=O)c1cc(=O)[nH]c2ccccc12 (centres undefined)	-0.3	-11.6	-4.9	0.3	-0.6	0.2	-2.1	-15.5	-6.3	-2.8	13.9
c1cncc(Nc2nc(-c3cccnc3)cs2)c1	2.7	-17.8	7.3	-0.5	2.5	2.6	-5.7	-12.3	1.6	-0.5	4.6
S=C(Nc1ccccc1Cl)NC1CCCCCC1	1.3	18.5	0.8	-0.1	-1.4	2.0	5.8	-0.2	15.6	-0.3	4.6
O=C(CSc1ncnc2c1oc1ccccc12)Nc1ccccc1C(F)(F)F	-5.2	3.9	1.4	0.6	0.3	0.2	-9.8	-6.5	0.0	·	-22.1
